# Source: PubChem (Broad Institute)
# ROS inducer = raises reactive oxygen species in U2OS cancer cells; U2OS ROS induction, H2DCF-DA fluorescence; ROS induction (% of piperlongumine), % at 10 µM; hit rate 2% among 46,000; in the data active = ROS induction above about 79%, passing the limit was not always enough; inconclusive = no clear call, values can overlap the other calls;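 note: 0% = DMSO vehicle median and 100% = reference compound median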
# * marks the source's active call; other numbers are inactive results; ? = inconclusive.
structure | ROS inducer
C[C@H](CO)N1C[C@H](C)[C@H](CN(C)C(=O)Nc2ccc(F)cc2)Oc2c(NC(=O)Nc3ccccc3)cccc2C1=O | -3
O=C(CC1NCCNC1=O)Nc1ccc(Oc2ccccc2)cc1 (configuration not stated) | -13
C[C@H](CO)N1C[C@H](C)[C@@H](CN(C)C(=O)Nc2ccc(C(F)(F)F)cc2)Oc2c(NC(=O)NC3CCCCC3)cccc2C1=O | -7
COc1ccc(NC(=O)N(C)C[C@H]2Oc3c(NC(=O)C4CCOCC4)cccc3C(=O)N([C@@H](C)CO)C[C@@H]2C)cc1 | 4
C[C@@H]1CCCCO[C@@H](CN(C)Cc2ccc(Cl)c(Cl)c2)[C@@H](C)CN([C@H](C)CO)C(=O)c2cc(NC(=O)c3ccncc3)ccc2O1 | 16
C[C@H](CO)N1C[C@H](C)[C@@H](CN(C)Cc2ccc(C(F)(F)F)cc2)Oc2c(NC(=O)Nc3ccc(F)cc3)cccc2C1=O | 40
COc1cc(CNC23CC4CC(CC(C4)C2)C3)ccc1OCC(N)=O | -2
C[C@H]1CN([C@@H](C)CO)C(=O)Cc2cc(NC(=O)Nc3ccc(C(F)(F)F)cc3)ccc2O[C@@H]1CN(C)S(=O)(=O)c1cccs1 | 11
COc1cccc(-c2cc(C(=O)NCC3CCCO3)on2)c1 (configuration not stated) | 4
CCc1c(O)nc(SCC(=O)Nc2ccc(Cl)cc2Cl)n(-c2ccccc2)c1=O | -5
C[C@@H]1CN([C@@H](C)CO)C(=O)c2cc(NS(=O)(=O)c3ccccc3)ccc2O[C@@H]1CN(C)Cc1ccc(C(=O)Nc2ccccc2N)cc1 | 9
CC1(C)CC[C@]2(C(=O)O[C@@H]3O[C@H](CO)[C@@H](O)[C@H](O)[C@H]3O)CC[C@]3(C)C(=CCC4[C@@]5(C)C[C@H](O)[C@H](O[C@@H]6O[C@H](C(=O)O)[C@@H](O)[C@H](O)[C@H]6O)[C@@](C)(CO)C5CC[C@]43C)C2C1 (some centres not stated) | 2
COC(=O)CCCCCCC(=O)N/N=C/c1ccc(N2CCCC2)cc1 | 54
COc1ccc(NC(=O)Nc2ccc3c(c2)CC(=O)N([C@H](C)CO)C[C@@H](C)[C@@H](CN(C)S(=O)(=O)c2ccc(Cl)cc2)O3)cc1 | 1
C[C@H]1CN([C@@H](C)CO)C(=O)c2cc(NC(=O)Nc3ccc(C(F)(F)F)cc3)ccc2O[C@@H]1CN(C)Cc1ccc(Oc2ccccc2)cc1 | 12

# Further entries follow.
structure | ROS inducer
Cn1c(SCC(=O)NCCO)nc2ccccc2c1=O | -16
C[C@@H]1CN([C@H](C)CO)C(=O)c2cccc(NC(=O)Nc3ccc4c(c3)OCO4)c2O[C@@H]1CN(C)S(=O)(=O)c1ccc(F)cc1 | 17
CNC[C@@H]1Oc2ccc(NC(=O)Cc3cn(C)c4ccccc34)cc2CC(=O)N([C@H](C)CO)C[C@@H]1C | 6
C[C@@H]1CN([C@H](C)CO)C(=O)Cc2cc(NS(=O)(=O)c3ccc(F)cc3)ccc2O[C@H]1CN(C)CC1CC1 | -4
CNC[C@H]1Oc2ccc(N(C)C)cc2CC(=O)N([C@H](C)CO)C[C@H]1C | -2
COC(=O)C1=C(C)N=C2SC(C#N)=C(N)N2C1c1cccs1 (configuration not stated) | -14
Cc1noc(C)c1NC(=O)N(C)C[C@H]1Oc2c(NC(=O)Nc3ccccc3)cccc2C(=O)N([C@@H](C)CO)C[C@H]1C | -10
COc1ccc(NC(=O)N(C)C[C@@H]2Oc3ccc(NC(=O)CCC(F)(F)F)cc3C(=O)N([C@H](C)CO)C[C@H]2C)cc1 | 3
COc1ccc(S(=O)(=O)Nc2ccc3c(c2)C(=O)N([C@H](C)CO)C[C@H](C)[C@H](CN(C)S(C)(=O)=O)O3)cc1 | ?
O=C(O)CSCC(=O)N1CCCN(c2ccc(C(F)(F)F)cn2)CC1 | 1
Cc1cc(C(=O)Nc2cccc3c2O[C@@H](CN(C)C(=O)NC2CCCCC2)[C@@H](C)CN([C@@H](C)CO)C3=O)n(C)n1 | -3
CCOc1ccc2nc(NC(=O)Nc3ccc(F)cc3)sc2c1 | -6
Cn1c(=O)c2cnc(-c3ccccc3)nc2n(C)c1=O | -1
C[C@@H]1CN([C@H](C)CO)C(=O)c2cccc(NC(=O)C3CCOCC3)c2O[C@H]1CN(C)C(=O)Nc1ccc(C(F)(F)F)cc1 | -5
COc1ccc(C2(O)c3ccccc3NC(=O)C2O)cc1 (configuration not stated) | -7

# (more compounds)
structure | ROS inducer
COc1cc2c(cc1NC(=O)CCC1CCCCC1)oc1ccccc12 | -19
O=C(COc1ccc([N+](=O)[O-])cc1)Nc1ccc2oc(-c3cccc(Cl)c3)nc2c1 | -1
CC(=O)N1CN(Cc2ccccc2)Cc2c1sc1c2CCCC1 | 11
C[C@@H]1CN([C@H](C)CO)C(=O)c2cc(NS(=O)(=O)c3cccs3)ccc2O[C@@H]1CN(C)Cc1ccc(Oc2ccccc2)cc1 | 22
C[C@H](CO)N1C[C@H](C)[C@H](CN(C)C(=O)Nc2ccccc2)Oc2c(NC(=O)NC3CCCCC3)cccc2C1=O | -8
CC(=O)Nc1cccc(Cn2cccn2)c1 | -23
Cc1noc(C)c1NC(=O)Nc1ccc2c(c1)CC(=O)N([C@H](C)CO)C[C@@H](C)[C@H](CN(C)CC1CC1)O2 | 2
CCOc1ccc(-c2nc(C#N)c(N(C)C)o2)cc1 | -3
O=C(CSc1nnc2sc3ccccc3n12)Nc1ccc(Cl)cc1 | -11
COc1ccc(OC)c(-c2cc(C(=O)NCCc3ccccc3OC)c3ccccc3n2)c1 | -6
C[C@H]1CN([C@@H](C)CO)C(=O)c2cccc(NC(=O)Nc3cccc4ccccc34)c2O[C@@H]1CN(C)C(=O)Nc1cccc2ccccc12 | 9
COc1ccc(CN(C)C[C@@H]2Oc3c(NC(=O)Nc4ccc(C(F)(F)F)cc4)cccc3C(=O)N([C@@H](C)CO)C[C@@H]2C)cc1 | 1
Cc1noc(C)c1S(=O)(=O)Nc1ccc2c(c1)C(=O)N([C@@H](C)CO)C[C@@H](C)[C@@H](CN(C)C(=O)Nc1cccc3ccccc13)O2 | 4
C[C@@H]1CN([C@H](C)CO)C(=O)c2cccc(NC(=O)Nc3ccc(F)cc3)c2O[C@@H]1CN(C)Cc1ccc(C(F)(F)F)cc1 | 14
O=C(CSc1nnc(COc2ccccc2)o1)Nc1ccccc1 | -10

# Going on with the list.
structure | ROS inducer
C[C@@H]1CN([C@H](C)CO)C(=O)Cc2cc(NC(=O)Cc3ccccc3)ccc2O[C@@H]1CN(C)Cc1ccc(Oc2ccccc2)cc1 | 95*
C[C@H](CO)N1C[C@H](C)[C@H](CN(C)C)Oc2ccc(NC(=O)Nc3ccccc3)cc2C1=O | -1
CNC[C@H]1Oc2c(NC(=O)c3ccc(-c4nccs4)cc3)cccc2C(=O)N([C@@H](C)CO)C[C@H]1C | 1
C[C@H](CO)N1C[C@H](C)[C@H](CN(C)S(=O)(=O)c2cn(C)cn2)Oc2ccc(NC(=O)C3CCCCC3)cc2CC1=O | -6
CO/C(N)=N/C(=S)Nc1ccccc1 | -5
C[C@H](CO)N1C[C@H](C)[C@H](CN(C)Cc2ccc(-c3ccccc3)cc2)Oc2ccc(NC(=O)Nc3cccc4ccccc34)cc2CC1=O | 12
CC(C)C[C@@H]1NC(=O)[C@@H]2C[C@H](C(=O)NCc3ccc(F)cc3)[C@H](c3cccc(OCCO)c3)N2C1=O | 6
C[C@@H]1CN([C@H](C)CO)C(=O)c2cccc(N(C)C)c2O[C@H]1CN(C)Cc1ccc2c(c1)OCO2 | -4
O=C(CCN1C(=O)c2ccccc2C1=O)Nc1ccc(S(=O)(=O)Nc2nccs2)cc1 | 2
C[C@@H]1CCCCO[C@H](CN(C)Cc2ccc(C(F)(F)F)cc2)[C@@H](C)CN([C@H](C)CO)C(=O)c2cc(NC(=O)C3CCCCC3)ccc2O1 | 87*
CC(C)CC(NC(=O)C1CCCCC1)C(=O)NCc1ccccn1 (configuration not stated) | -8
N#Cc1c(-c2cccs2)cc(-c2ccccc2)nc1OCC(=O)c1ccccc1 | 25
C[C@@H]1CN([C@H](C)CO)C(=O)c2cccc(NS(=O)(=O)c3ccc(F)cc3)c2O[C@@H]1CN(C)CC1CCCCC1 | -9
C[C@@H]1CN([C@H](C)CO)C(=O)c2cc(NS(=O)(=O)c3ccccc3)ccc2O[C@H]1CN(C)Cc1ccccc1 | -8
NC(=O)CSc1nnc(-c2cccnc2)s1 | -2

# Shown as labelled records: part of the list above.
C[C@H](CO)N1C[C@H](C)[C@@H](CN(C)Cc2ccc(C(F)(F)F)cc2)Oc2c(NC(=O)Nc3ccc(F)cc3)cccc2C1=O
  ROS inducer: 40

COc1cc(CNC23CC4CC(CC(C4)C2)C3)ccc1OCC(N)=O
  ROS inducer: -2

C[C@H]1CN([C@@H](C)CO)C(=O)Cc2cc(NC(=O)Nc3ccc(C(F)(F)F)cc3)ccc2O[C@@H]1CN(C)S(=O)(=O)c1cccs1
  ROS inducer: 11

COc1cccc(-c2cc(C(=O)NCC3CCCO3)on2)c1 (configuration not stated)
  ROS inducer: 4

# The main list resumes with the 2 entries that preceded the break.
canonical_smiles | ROS inducer
C[C@@H]1CN([C@H](C)CO)C(=O)c2cc(NS(=O)(=O)c3ccccc3)ccc2O[C@H]1CN(C)Cc1ccccc1 | -8
NC(=O)CSc1nnc(-c2cccnc2)s1 | -2
O=C(O)C1CCC(c2ccc(-c3ccccc3)cc2)CC1 (configuration not stated) | 20
C[C@@H]1CN([C@@H](C)CO)C(=O)Cc2cc(NC(=O)c3ccncc3)ccc2O[C@@H]1CN(C)Cc1ccncc1 | -3
C[C@@H]1CN([C@H](C)CO)C(=O)Cc2cc(NS(C)(=O)=O)ccc2O[C@H]1CN(C)Cc1ccccc1 | 3
Cc1ccc(NC(=O)CSc2nnc(-c3cccnc3)n2-c2ccc(Br)cc2)cc1F | 77*
C[C@H](CO)N1C[C@H](C)[C@@H](CN(C)S(C)(=O)=O)Oc2ccc(NS(=O)(=O)c3cccs3)cc2C1=O | -10
C[C@H](CO)N1C[C@H](C)[C@H](CN(C)Cc2ccncc2)Oc2ccc(NC(=O)NC3CCCCC3)cc2C1=O | -6
COc1c(O)c(O)cc2ccc3cccc(O)c3c12 | 0
Cc1cccc(-c2nc(C)c(CCNS(=O)(=O)c3ccc(F)c(C(F)(F)F)c3)s2)c1 | 5
O=C(Oc1ccccc1C(=S)N1CCOCC1)c1ccccc1 | 2
O=[N+]([O-])c1ccccc1S(=O)(=O)N1CCN(S(=O)(=O)Cc2ccccc2)CC1 | -18

# The results go on:
canonical_smiles | ROS inducer
Cc1oc2c(c1C(=O)NCCc1ccccc1)C(=O)c1ccccc1C2=O | -11
C[C@@H]1CN([C@@H](C)CO)C(=O)Cc2cc(NS(=O)(=O)c3ccc(Cl)cc3)ccc2O[C@@H]1CN(C)CC1CCCCC1 | 0
COc1ccc(NC(=O)Nc2ccc3c(c2)CC(=O)N([C@H](C)CO)C[C@H](C)[C@H](CN(C)C(=O)Nc2ccccc2)O3)cc1 | -1
Cn1c(CN2CCOCC2)nnc1SCC(=O)Nc1ccc2c(c1)OCCO2 | -4
COC(C(=O)Nc1ccccc1C(=O)N1CCOCC1)c1ccccc1 (configuration not stated) | -1
CC(C)NC(=O)N(C)C[C@@H]1Oc2ccc(NS(C)(=O)=O)cc2CC(=O)N([C@H](C)CO)C[C@@H]1C | 0
C[C@H]1CN([C@@H](C)CO)C(=O)CCCn2cc(nn2)CO[C@@H]1CN(C)C(=O)Nc1ccc2c(c1)OCCO2 | 0
N=c1sc2ccccc2n1C(=O)OCc1ccccc1 | ?
O=C(Cn1ccc([N+](=O)[O-])n1)Nc1cc(F)ccc1F | -2
Cc1noc(C)c1NC(=O)N(C)C[C@@H]1Oc2ccc(NS(C)(=O)=O)cc2C(=O)N([C@H](C)CO)C[C@H]1C | -14

# (further entries)
canonical_smiles | ROS inducer
COc1ccc(NC(=O)Nc2ccc3c(c2)C(=O)N([C@@H](C)CO)C[C@@H](C)[C@@H](CN(C)S(=O)(=O)c2ccccc2)O3)cc1 | 10
CS(=O)(=O)N(CC(=O)Nc1ccc(Br)cc1)c1cccc(C(F)(F)F)c1 | 4
Cc1cccc(S(=O)(=O)N(C)C[C@@H]2OCc3cn(nn3)CCCC(=O)N([C@@H](C)CO)C[C@@H]2C)c1 | 21
S=C(NC1CCCCC1)N1CCCCC1 | 1
CCn1c(SCC(=O)Nc2ccc(C)c(C)c2)nnc1-c1ccncc1 | 8
CN(Cc1nc(-c2cccc([N+](=O)[O-])c2)no1)S(=O)(=O)c1ccc(Cl)cc1 | 3
CCCn1cc(SCC(=O)N2CCc3ccccc32)c2ccccc21 | -3
Nc1cccc(-c2cc3c(Oc4cccc(O)c4)ncnc3[nH]2)c1 | 12
O=C(O)CCC/C=C\C[C@@H]1[C@@H](/C=C/[C@@H](O)COc2cccc(C(F)(F)F)c2)[C@H](O)C[C@@H]1O | 3
C[C@H]1CN([C@@H](C)CO)C(=O)c2cc(NC(=O)Nc3cccc4ccccc34)ccc2O[C@@H]1CN(C)Cc1ccc(C(F)(F)F)cc1 | 69

# Carrying on:
canonical_smiles | ROS inducer
O=C(NCC1CCCO1)c1cc(S(=O)(=O)N2CCCC2)c(Cl)cc1Cl (configuration not stated) | 0
NC(=O)C1CCN(C(=O)c2cnn(-c3ccccc3)c2-n2cccc2)CC1 | -13
C[C@H](CO)N1C[C@H](C)[C@H](CN(C)C(=O)Nc2ccc3c(c2)OCO3)Oc2c(NC(=O)Nc3ccccc3)cccc2C1=O | -2
C[C@@H]1CN([C@@H](C)CO)C(=O)c2cccc(NC(=O)C3CCCCC3)c2O[C@@H]1CN(C)C(=O)Nc1ccccc1 | 4
Cc1noc(C)c1NC(=O)Nc1ccc2c(c1)CC(=O)N([C@H](C)CO)C[C@@H](C)[C@@H](CN(C)C(=O)NC1CCCCC1)O2 | 9
COCCOC(=O)N1C(=O)[C@@]2(c3cc(C#CCCO)ccc31)[C@H](c1ccccc1OCCO)N1[C@H](c3ccccc3)[C@H](c3ccccc3)OC(=O)[C@H]1[C@@H]2C(=O)N1CCc2cc(OC)c(OC)cc2C1 | 95*

# This is a subset. The share of hits here may be higher or lower than overall.
